MrgX1 antagonist: blocks BAM8-22 activation of human MrgX1 receptor | B-score at 10 µM | MRGX1-HEK293 calcium flux, Fluo-4, BAM8-22 antagonism; stronger effect = lower value | 310,000 compounds, 1.3% hits | AID 588676 | Q96LB2;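 active means calcium-response B-score plate-corrected more than 3 library SD below zero, starting fluorescence within 5 deviations, no agonist response on first addition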;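 further: peak minus trough fluorescence over baseline after final BAM8-22 challenge near maximal dose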
Target sequence (Q96LB2 whole entry, looked up): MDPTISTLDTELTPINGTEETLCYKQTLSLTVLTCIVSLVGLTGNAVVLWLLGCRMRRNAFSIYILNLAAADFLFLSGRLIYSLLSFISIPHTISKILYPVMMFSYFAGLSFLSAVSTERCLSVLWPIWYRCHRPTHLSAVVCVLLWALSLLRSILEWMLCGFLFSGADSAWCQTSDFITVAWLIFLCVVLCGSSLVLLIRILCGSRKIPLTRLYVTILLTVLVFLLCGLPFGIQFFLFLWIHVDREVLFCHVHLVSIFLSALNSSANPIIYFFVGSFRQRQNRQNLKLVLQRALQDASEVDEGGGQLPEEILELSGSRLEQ
HIF act: HIF pathway transcriptional activation; activation, % at 7.5 µM (by protocol); U2OS HRE-luciferase reporter, luminescence; normalized: DMSO 0%, desferrioxamine 100%; AID 1910; 300,000 compounds, 0.32% hits;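 active means mean activation of at least 10% of the iron chelator positive control signal, with at least half of replicates also reaching 10%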
KLF5 inh: inhibitors of KLF5 expression; DLD-1 KLF5 promoter-luciferase reporter, luminescence; inhibition, % at 5 µM; 290,000 compounds, 0.23% hits; AID 1700;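 active means inhibition above a per-plate limit of that plate's mean compound inhibition plus 3 SD, cut at about 60% in these data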;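 further: 0% = DMSO wells and 100% = LY294002 at 200 µM; higher means less KLF5 promoter-driven luciferase light; inactives centre near -14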
aSyn UTR inh: MLPCN primary screen, SNCA 5' untranslated region; alpha-synuclein 5'UTR reporter, inhibitor activity; inhibition, % (tested at 7.5 µM); 300,000 compounds, 0.82% hits; AID 1813; in the data active means inhibition above about 60%;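 further: H4 neuroglioblastoma cells stably carrying SNCA 5'UTR luciferase fusion; 0% = DMSO wells and 100% = positive control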
TRPC4 block: inhibitors of mouse TRPC4 channel | Q9QUQ5 | HEK293 TRPC4beta/mu-opioid, DAMGO-evoked Fluo4 calcium flux; stronger effect = lower value | B-score at 10 µM | 300,000 compounds, 0.39% hits | AID 2247;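 active means B-score over 3 SD under the library average, no early fluorescence shift, positive overall ratio signal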
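Signal: kinetic Fluo4 fluorescence imaging of calcium influx. Material: stable TRPC4beta/mu-opioid receptor HEK293 cells. Probe or stimulus: DAMGO in two steps, submaximal then maximal.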
SKKanGAS inh: SKKanGAS growth inhibition; S. pyogenes SKKanGAS, kanamycin growth, BacTiter-Glo, 6 h; inhibition, % at 7.5 µM; 300,000 compounds, 1.3% hits; AID 1662;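 active means mean replicate score, as percent of positive control median, at least 50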;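 further: strain carries kanamycin resistance gene driven by streptokinase promoter and grows in 40 µg/ml kanamycin; loss of luminescence reflects streptokinase promoter inhibition or plain growth inhibition; 0% = median of DMSO wells and 100% = positive control at its reference dose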
TRPC4 agonist: opens the mouse TRPC4 cation channel; AID 2237; HEK293 TRPC4beta/mu-opioid, Fluo4 calcium fluorescence; stronger effect = higher value; 310,000 compounds, 0.49% hits; Q9QUQ5; B-score at 10 µM;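 active means B-score above 5 SD of library B-scores, and initial fluorescence ratio not above library mean plus 5 SD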;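 further: positive B-score marks a calcium rise read as TRPC4 activation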
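Assay system: HEK293 cells stably co-expressing mouse TRPC4beta and mu-opioid receptor / Timing: Fluo4 dye loading 45 min at room temperature, 110 s recording / Signal: Fluo4 calcium-sensitive dye fluorescence, kinetic, 1 Hz baseline / Read-out: integrated baseline-normalised fluorescence ratio, converted to per-well B score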
TRPC6 activator: mouse TRPC6 channel activation | HEK293-TRPC6 membrane potential dye fluorescence; stronger effect = higher value | 310,000 compounds, 0.13% hits | B-score at 10 µM | AID 2550;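 active means B-score of the integrated fluorescence ratio above library mean plus 3 SD, and starting fluorescence ratio within library mean plus 5 SD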;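 further: higher score means more depolarization so channel activation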
IEC-6 cytotox: counter-screen for KLF5 inhibitors: cytotoxicity in IEC-6 cells; IEC-6 cytotoxicity, luminescence viability; 290,000 compounds, 0.78% hits; AID 1825; inhibition, % at 5 µM; in the data active means inhibition above about 22%;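 further: 0% = plate median of test compound wells and 100% = cytotoxic reference compound wells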
TRPC4 PAM: allosterically enhances the mouse TRPC4 cation channel; 310,000 compounds, 0.42% hits; HEK293 TRPC4beta/mu-opioid, DAMGO EC20, Fluo-4 Ca2+ flux; stronger effect = higher value; Q9QUQ5; B-score at 10 µM;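 active means B-score of calcium response area above 5 SD of library B-scores, with initial fluorescence ratio within 5 SD of library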;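 further: B-score of integrated fluorescence ratio over time as area under calcium response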
TRPC6 inhibitor: mouse TRPC6 channel inhibition. 310,000 compounds, 1.1% hits. HEK293-TRPC6, membrane potential dye, ACh-evoked depolarization; stronger effect = lower value. B-score at 10 µM;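 active means B-score under library mean minus 3 SD, initial fluorescence not abnormally high, positive integrated signal ratio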;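 further: B-score derived from integrated fluorescence ratio over the kinetic read; more negative B-score means stronger inhibition of depolarization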
Numbers without * were called inactive; i = inactive; · = no result given.

SMILES	MrgX1 antagonist	HIF act	KLF5 inh	aSyn UTR inh	TRPC4 block	SKKanGAS inh	TRPC4 agonist	TRPC6 activator	IEC-6 cytotox	TRPC4 PAM	TRPC6 inhibitor
CCN(CCCNC(=O)C1CCN(S(=O)(=O)c2cnc[nH]2)CC1)c1cccc(C)c1	i	1.1	-1	-16	i	2	i	i	-4	i	i
CCNC(=S)N(CCN(CC)CC)Cc1cc2cc3c(cc2[nH]c1=O)OCO3	i	-1.7	-16	-9	i	16	i	i	-4	i	i
O=S(=O)(NC1CC1)c1ccc(S(=O)(=O)N2CCCC3(CCCCC3)C2)cc1	i	-0.8	-20	-4	i	-29	i	i	1	i	i
O=C(COC(=O)Cc1c(Cl)cccc1Cl)Nc1ccccc1-c1ccccc1	i	-0.7	15	29	i	-4	i	i	8	i	i
Cc1c(NC(=O)COC(=O)c2ccc(S(=O)(=O)N3CCOCC3)cc2)c(=O)n(-c2ccccc2)n1C	i	-0.3	-3	22	i	2	i	i	0	i	i
COc1ccccc1Oc1ccc(S(=O)(=O)N2CCCC2)cc1	-6.1*	0.4	-29	-1	·	-7	i	i	1	i	i
COc1ccccc1-n1cnc(N)c1C(=O)c1ccccc1	i	1.8	17	-153	i	-1	i	i	0	i	i
CCn1c(SCC(=O)N2CCN(c3ccc(Cl)cc3)CC2)nc2ccccc2c1=O	i	0.0	-31	-11	i	8	i	i	-7	i	i
O=C(CCN1C(=O)c2ccccc2C1=O)NNC(=O)c1ccc(Cl)cc1Cl	i	0.2	-3	-3	i	4	i	i	5	i	i
COC(=O)C1=C(C)N(CCCC(=O)O)C(=O)NC1c1ccccc1OS(=O)(=O)c1ccc([N+](=O)[O-])cc1 (stereo not drawn)	i	-0.2	·	-42	i	-1	i	i	·	i	i
CCOC(=O)c1ccc(NC(=O)COC(=O)Cc2csc(-c3ccccc3)n2)cc1	i	-0.1	2	-23	i	4	i	i	3	i	i
CCOC(=O)c1sc2ncnc(N3CCN(C(=O)OCC)CC3)c2c1C	i	-0.1	-9	-8	i	7	i	i	1	i	i
O=C1N/C(=C\c2ccc(N3CCOCC3)c(F)c2)C(=O)N1Cc1ccccc1	-8.6*	-0.7	-24	12	i	13	i	i	6	i	i
COc1ccc(-c2c(C#Cc3ccsc3)c3ccccc3n2C)cc1	i	3.7	-9	-48	i	0	i	i	7	i	i
CC(C)C(C(=O)Nc1ccc2c(c1)OCO2)N1C(=O)c2ccccc2C1=O (stereo not drawn)	i	-0.2	-32	7	i	·	i	i	-6	i	i
CN(C)S(=O)(=O)c1ccc(C(=O)NCCSc2ccccc2)cc1	i	1.3	-84	-115	i	-2	i	i	0	i	i
Cc1ccc(S(=O)(=O)N(C)C)cc1NC(=O)C(C)OC(=O)/C=C/c1cccs1 (stereo not drawn)	i	0.2	-11	-3	i	-11	i	i	0	i	i
COc1ccc2[nH]cc(CCNS(=O)(=O)c3ccc(C)cc3)c2c1	i	0.0	9	9	i	-8	i	i	1	i	i
CCOc1ccc(NC(=O)CN(C)C(=O)c2cn(-c3ccccc3)nc2-c2cccs2)cc1OCC	i	0.6	-27	-5	i	17	i	i	2	i	i
O=C(Nc1ccccc1O)c1cccc(S(=O)(=O)N2CCOCC2)c1	i	-0.2	-18	1	i	5	i	i	-5	i	i
CCC(=O)Nc1ccc(/C(C)=N\NC(=O)c2ccc(OC)cc2)cc1	i	0.8	-14	-11	i	-1	i	i	0	i	i
O=C(Nc1ccc(O)c(-c2nc3ccccc3o2)c1)C1(c2ccc(Cl)cc2)CCCC1	i	-0.5	-17	-7	i	21	i	i	-2	i	i
COc1ccc(-c2oc3ccc(-c4cc(OC)c(OC)c(OC)c4)cc3c2C(=O)c2ccc(OC)nc2)cc1	i	1.0	-10	15	i	16	i	i	1	i	i
Cc1ccc(C)c2[nH]c(=O)c(CCNC(=O)c3cc4ccccc4o3)cc12	i	-0.4	5	11	i	-2	i	i	5	i	i
Cc1nc(SCC(=O)Nc2ccc(C)c(F)c2)c2oc3ccccc3c2n1	i	-1.0	-5	2	i	9	i	i	-2	i	i

Some values from above:
For HIF act, COC(=O)C1=C(C)N(CCCC(=O)O)C(=O)NC1c1ccccc1OS(=O)(=O)c1ccc([N+](=O)[O-])cc1 (stereo not drawn) is entered as -0.2
For IEC-6 cytotox, O=C(CCN1C(=O)c2ccccc2C1=O)NNC(=O)c1ccc(Cl)cc1Cl is entered as 5

(next part)
SMILES	MrgX1 antagonist	HIF act	KLF5 inh	aSyn UTR inh	TRPC4 block	SKKanGAS inh	TRPC4 agonist	TRPC6 activator	IEC-6 cytotox	TRPC4 PAM	TRPC6 inhibitor
COc1ccccc1/C=N/Nc1nncc2ccccc12	i	5.0	-57	-132	i	-2	i	i	6	i	i
Nc1nc(Nc2ccccc2F)nc(N2CCCC2)c1[N+](=O)[O-]	i	5.6	-16	-131	i	0	i	i	23*	i	i
COc1ccc(CCNC(=O)C(C)OC(=O)c2cccs2)cc1OC (stereo not drawn)	i	-0.1	-22	-4	i	-5	i	i	-2	i	i
O=C(O)c1cc2nc3c(c(C(F)(F)F)n2n1)CCc1ccccc1-3	i	0.6	-33	30	i	4	i	i	0	i	i
CCN1CCN(C(=O)/C=C/c2ccccc2[N+](=O)[O-])CC1	i	-0.2	9	-21	i	-2	i	i	4	i	i
CCC1C(=O)Nc2nc(-c3ccccc3)c(-c3ccccc3)n2N=C1C (stereo not drawn)	i	-0.4	-3	13	i	14	i	i	6	i	i
CCOc1ccc(CCNC(=O)Cc2ccc(S(=O)(=O)N3CCOCC3)s2)cc1OCC	i	0.0	·	-3	i	0	i	i	·	i	i
CCOC(=O)c1[nH]c2ccc(Br)cc2c1NC(=O)CCN1CCN(C(=O)OCC)CC1	i	2.2	-15	-5	i	-1	i	i	7	i	i
NCCc1nnc(SCc2ccc(F)cc2)o1	i	-0.6	-7	9	i	-10	i	i	-6	i	i
COC(C(=O)Nc1ccnn1C1CCN(Cc2ccccn2)CC1)c1ccccc1 (stereo not drawn)	i	-0.7	-12	-3	i	3	i	i	-1	i	i
C=CCNc1nc(-c2ccccn2)nnc1-c1ccccc1	i	110*	12	59	i	6	i	i	10	i	i
COc1ccc(C(=O)c2cn[nH]c2-c2cc(C)ccc2O)cc1	-4.5*	-0.5	-7	1	i	-4	i	i	-1	i	i
CC(C)c1ccc(-c2nnn(CC(=O)N3CCCCC3)n2)cc1	i	0.4	-29	-29	i	-6	i	i	3	i	i
COc1ccc(NC(=O)CN(C)C(=O)c2cc(-c3ccco3)nc3ccccc23)cc1	i	0.1	·	17	i	1	i	i	·	i	i
CC(NC(=O)Cc1ccccc1)C1COc2ccccc2O1 (stereo not drawn)	i	-0.6	-14	-19	i	-5	i	i	0	i	i
COc1ccc(-n2cc(CN[C@H]3CCCCNC3=O)c(-c3cccc(F)c3)n2)cc1	i	0.2	-5	-16	i	16	i	i	4	i	i
CSc1ccc(/C=N/NC(=O)COc2ccc(Br)cc2Cl)cc1	i	-0.4	4	0	i	7	i	i	-2	i	i
COC(=O)Nc1ccc(S(=O)(=O)N2CCCC(C(=O)N3CC(C)OC(C)C3)C2)cc1 (stereo not drawn)	i	0.5	4	-2	i	-32	i	i	0	i	i
Cc1cc(C)c(S(=O)(=O)N2CCCCC2CCNC(=O)C(=O)NCc2cccnc2)c(C)c1 (stereo not drawn)	i	-8.1	·	3	i	-4	i	i	·	i	i
O=S(=O)(NCCSc1ccc(Cl)cc1)c1ccc(F)cc1	i	-0.2	9	10	i	4	i	i	-7	i	i
COC(=O)c1cccc(NC(=S)N2CCCCC2)c1	i	1.4	-50	-13	i	-2	i	i	-1	i	i
CN(C)C(=O)c1ccc(-n2nc(C(F)(F)F)c3c2CCCC3)cc1	i	0.2	-19	6	i	-9	i	i	15	i	i
O=C(O)CCN1C(=O)c2ccc(Oc3ccc4c(c3)C(=O)N(CCC(=O)O)C4=O)cc2C1=O	i	-0.4	-13	12	i	-2	i	i	1	i	i
OC(CNCc1ccccc1Cl)COc1ccc(F)cc1 (stereo not drawn)	i	-0.3	-17	5	i	2	i	i	-6	i	i
O=C(CNC(=O)c1cc2c(s1)CCC2)Nc1ccccc1Br	i	1.9	-40	-2	i	7	i	i	0	i	i
Going on with the list.
SMILES	MrgX1 antagonist	HIF act	KLF5 inh	aSyn UTR inh	TRPC4 block	SKKanGAS inh	TRPC4 agonist	TRPC6 activator	IEC-6 cytotox	TRPC4 PAM	TRPC6 inhibitor
CCCNS(=O)(=O)c1ccc(CCC(=O)N2CCN(CC)CC2)cc1	i	-0.3	8	-3	i	7	i	i	-1	i	i
Cc1nnc(SCC(=O)Nc2ccccc2F)n1-c1ccc(F)cc1	i	-0.4	-14	-17	i	-5	i	i	-6	i	i
CSc1ncccc1C(=O)N1CCCC(N2CCN(c3ccccc3F)CC2)C1 (stereo not drawn)	i	-0.5	-26	-1	i	8	i	i	2	i	i
O=C(Nc1cccc([N+](=O)[O-])c1)C1COc2ccccc2O1 (stereo not drawn)	i	2.2	-38	-57	i	5	i	i	-5	i	i
O=C(Nc1ccc(Cl)cc1)N1CCSc2ccccc21	i	0.4	3	-32	i	12	i	i	6	i	i
O=C(O)c1cccc(S(=O)(=O)Nc2ccc([N+](=O)[O-])cc2O)c1	i	-0.1	2	0	i	1	i	i	-6	i	i
O=C(NC1CC1)c1ccc(CS(=O)(=O)c2c(Cl)cccc2Cl)o1	i	-0.3	-20	-3	i	-2	i	i	2	i	i
Cc1nn(Cc2ccccc2)c(C)c1NC(=O)CSc1nc2sc3c(c2c(=O)n1C)CCC3	i	0.4	-3	1	i	8	i	i	-2	i	i
Cc1ccc(Nc2nc3ccccc3c(=O)s2)cc1	-7.3*	-0.2	-13	11	i	-7	i	i	3	i	i
CCOC(=O)c1c(NC(=O)CCC(=O)O)sc2c1CC(C)(C)OC2	i	-0.3	2	15	i	9	i	i	0	i	i
COc1ccccc1NS(=O)(=O)c1ccc(O)c(C(=O)OCC(=O)c2ccc(Cl)cc2Cl)c1	i	-0.3	-15	6	i	14	i	i	-3	i	i
CCOC(=O)c1nn(-c2ccccc2C)c(=O)c(C#N)c1C	i	0.7	12	17	i	0	i	i	-2	i	i
CN(C)CCN(C(=O)CCc1ccccc1)c1nc2c(F)cc(F)cc2s1	i	0.0	-14	-10	i	5	i	i	0	i	i
Cc1ccc(-c2[nH]c3cc(C(=O)NCCCn4ccnc4)ccc3c(=O)c2O)cc1	i	0.2	·	-1	i	2	i	i	·	i	i
CN1C(=O)c2ccccc2C(C(=O)NCC2CCCO2)C1c1c[nH]c2ccccc12 (stereo not drawn)	i	-0.5	-13	11	i	-11	i	i	0	i	i

Assay outcomes (PubChem)
